Source: PubChem (several laboratories)
UHRF1 binding = blocks human UHRF1 binding to methylated DNA | AID 687016 | inhibition, % at 4.4 µM | UHRF1 binding to methylated oligo, TR-FRET | 0.75% of 370,000 active | Q96T88; in the data active means inhibition above about 21%;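 further: UHRF1 SRA domain binding a hemimethylated CpG hairpin DNA probe; 0% = median of test compound wells and 100% = reference inhibitor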
PRMT1 FP inh = inhibitors of human PRMT1; Q99873; recombinant PRMT1, activity-based probe fluorescence polarization; inhibition, % at 2.79 µM; 1.3% of 370,000 active;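 active means inhibition above about 21% made by adding two undisclosed values, limit read from the data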
PG9 Ab binder = small molecules binding HIV-1 gp120 antibody PG9. TR-FRET gp120-PG9 antibody binding. inhibition, % at 6.7 µM. 0.43% of 360,000 active. AID 624416; in the data active means inhibition above about 8.5%
MBD2 inh = MBD2-methylated oligo binding inhibition; inhibition, % at 4.4 µM; AID 686964; TR-FRET, MBD2 binding to methylated oligonucleotide; 0.31% of 370,000 active; Q9UBB5; in the data active means inhibition above about 13%
Target sequence (Q9UBB5 whole entry, looked up): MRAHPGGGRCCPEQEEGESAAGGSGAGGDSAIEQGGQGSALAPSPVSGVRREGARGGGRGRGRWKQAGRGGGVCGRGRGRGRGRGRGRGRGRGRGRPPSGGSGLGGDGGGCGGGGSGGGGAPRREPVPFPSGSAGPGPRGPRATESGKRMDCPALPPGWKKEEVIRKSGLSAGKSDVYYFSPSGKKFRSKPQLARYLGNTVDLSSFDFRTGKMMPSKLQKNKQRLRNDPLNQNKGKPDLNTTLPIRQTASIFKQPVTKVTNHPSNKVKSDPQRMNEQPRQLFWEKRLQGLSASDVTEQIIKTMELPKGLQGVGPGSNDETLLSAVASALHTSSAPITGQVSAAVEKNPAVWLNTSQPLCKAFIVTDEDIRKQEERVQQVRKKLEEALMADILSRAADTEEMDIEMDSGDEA
rCAG RNA binder = binds r(CAG) RNA repeats | 1.3% of 370,000 active | inhibition, % at 3 µM | AID 651821 | r(CAG) RNA repeat, TO-PRO-1 dye displacement fluorescence;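 active means inhibition above the plate cutoff, the mean of all test compounds on that plate plus 3 SD, cut at about 35% in these data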;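 further: 0% = DMSO alone and 100% = 100 µM mitoxantrone as full dye displacement; higher means more dye released from RNA so lower well fluorescence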
LEDGF integ inh = blocks HIV-1 LEDGF/p75-dependent DNA integration; inhibition, % at 3.7 µM; AID 743269; TR-FRET IN-LEDGF/p75 DNA integration, Eu/Cy5; 0.64% of 370,000 active;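 active means inhibition above the screen-wide mean plus 3 SD, cut at about 13% in these data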;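 further: signal is the Cy5 over europium emission ratio at 671 and 618 nm; 0% = plate median of compound wells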
Rev-erbA mod = modulates human Rev-erb alpha binding to DNA; activity, % at 10 µM; 0.79% of 370,000 active; AID 1259318; P20393; Rev-erbα–FITC-DNA binding, fluorescence polarization, 90 min;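 active means activity above about 14%, limit read from the data; passing the limit was not always enough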;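 further: 0% = DMSO wells with 35 nM protein and 100% = DMSO wells with 750 nM protein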
HTRA1 inh = HTRA1 (human) protease inhibition; Q92743; recombinant HTRA1, FP-rhodamine activity-based probe, fluorescence polarization; inhibition, % at 5.96 µM; 0.5% of 340,000 active; AID 504803; in the data active means inhibition above about 36%;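 further: 0% = enzyme with DMSO and 100% = wells lacking enzyme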
mABHD4 FP = inhibitors of mouse ABHD4. inhibition, % at 8.92 µM. Q8VD66. purified mABHD4, FP-Rh probe fluorescence polarization. 0.54% of 370,000 active;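 active means inhibition exceeding the mean over every tested compound plus 3 SD, cut at about 30% in these data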;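 further: 0% = plate median of compound wells and 100% = S159A mutant with DMSO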
Target sequence (Q8VD66 whole entry, looked up): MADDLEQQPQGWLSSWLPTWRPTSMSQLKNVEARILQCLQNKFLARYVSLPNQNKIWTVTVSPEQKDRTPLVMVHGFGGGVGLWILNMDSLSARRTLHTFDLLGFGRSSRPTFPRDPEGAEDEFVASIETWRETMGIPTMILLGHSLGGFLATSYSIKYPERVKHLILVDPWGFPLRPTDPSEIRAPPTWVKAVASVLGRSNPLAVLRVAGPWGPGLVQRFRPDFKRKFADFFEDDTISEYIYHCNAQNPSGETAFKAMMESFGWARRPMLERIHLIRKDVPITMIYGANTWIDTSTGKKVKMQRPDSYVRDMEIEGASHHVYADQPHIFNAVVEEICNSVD
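Assay system: mABHD4 protein; medium: HEPES pH 7.0, NaCl, Pluronic buffer; dosing: 8.92 µM, single dose; schedule: 45 min + 60 min at 25 °C; signal: FP readout, ex 525 nm / em 598 nm; read-out: normalized percent inhibition of probe labeling; repeats: single replicate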
TCR CD3 inh = inhibitors of human TCR-CD3 interaction; TAMRA-labeled TCR probe fluorescence, biochemical; inhibition, % at 9.4 µM; 0.37% of 360,000 active; in the data active means inhibition above about 19%;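 further: recombinant mutant TCR 2C K166C tagged with TAMRA read by polarization; 0% = receptor in buffer alone and 100% = receptor with positive control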
Numbers without * were called inactive; . = no result given. A portion of the library, so the mix of outcomes need not match the whole.

SMILES	UHRF1 binding	PRMT1 FP inh	PG9 Ab binder	MBD2 inh	rCAG RNA binder	LEDGF integ inh	Rev-erbA mod	HTRA1 inh	mABHD4 FP	TCR CD3 inh
CN(C)c1ccc(N=Nc2ccccc2C(=O)OCC(=O)N2CCCCCC2)cc1	-14	3	-1.9	-22	1	-5	27*	9	16	5
C[C@H](O)[C@@H]1CN2CCc3c([nH]c4c(-c5ccc6c(c5)OCO6)cccc34)[C@@H]2C[C@@H]1N(C)C(=O)NC1CCCCC1	-3	3	.	-6	4	3	3	.	4	.
O=C(NCCc1c[nH]c2ccccc12)OCc1cn(Cc2cccc(F)c2)nn1	0	4	.	4	3	-2	-8	.	1	.
COc1ccc(N2CCN(S(=O)(=O)c3c(C)nc4sccn4c3=O)CC2)cc1	-1	-7	0.6	-4	1	3	2	-6	-3	6
Cc1ncc(CN2CCCC(CCC(=O)NCc3ccc(F)c(F)c3)C2)s1 (configuration not stated)	-1	-5	-1.5	-2	-2	2	0	4	-9	-3
O=C1c2ccccc2CCC12OC2c1ccc([N+](=O)[O-])cc1 (configuration not stated)	4	-5	-0.1	-6	2	1	-1	-3	-6	-9
COc1ccc(C(=O)N[C@H]2COC(C)(C)O[C@H]2c2ccccc2)cc1	-1	-1	-8.1	1	-2	-4	-3	2	-1	-2
Cc1ccc(NC(=O)c2ccc3nc[nH]c3c2)c(O)c1	0	2	-0.8	-1	1	1	-2	3	3	11
Nc1ccn(CC(=O)NCc2ccc3c(c2)OCO3)c(=O)n1	0	1	1.9	-2	1	3	0	-3	0	7
CC(=O)Nc1ccc(NC(=O)C(C)OC(=O)c2ccccc2C(=O)c2ccc(Cl)c([N+](=O)[O-])c2)cc1 (configuration not stated)	1	4	2.5	0	9	-2	0	-5	-6	-6
COc1cc(C(=O)Nc2cccc(S(=O)(=O)NCc3ccco3)c2)cc(OC)c1OC	7	-2	-2.1	0	4	-2	0	-6	-7	0
O=C(/C=C/c1ccc(OCCCF)cc1)NCc1ccc(Cl)cc1	2	-2	-2.1	3	-5	1	-5	-14	-2	0

An excerpt of these results, bar-delimited:
SMILES | UHRF1 binding | PRMT1 FP inh | PG9 Ab binder | MBD2 inh | rCAG RNA binder | LEDGF integ inh | Rev-erbA mod | HTRA1 inh | mABHD4 FP | TCR CD3 inh
Cc1ccc(NC(=O)c2ccc3nc[nH]c3c2)c(O)c1 | 0 | 2 | -0.8 | -1 | 1 | 1 | -2 | 3 | 3 | 11
CN(C)c1ccc(N=Nc2ccccc2C(=O)OCC(=O)N2CCCCCC2)cc1 | -14 | 3 | -1.9 | -22 | 1 | -5 | 27* | 9 | 16 | 5
O=C1c2ccccc2CCC12OC2c1ccc([N+](=O)[O-])cc1 (configuration not stated) | 4 | -5 | -0.1 | -6 | 2 | 1 | -1 | -3 | -6 | -9
COc1ccc(N2CCN(S(=O)(=O)c3c(C)nc4sccn4c3=O)CC2)cc1 | -1 | -7 | 0.6 | -4 | 1 | 3 | 2 | -6 | -3 | 6
O=C(/C=C/c1ccc(OCCCF)cc1)NCc1ccc(Cl)cc1 | 2 | -2 | -2.1 | 3 | -5 | 1 | -5 | -14 | -2 | 0

Structures listed above that bear a hit mark in Rev-erbA mod:
SMILES	UHRF1 binding	PRMT1 FP inh	PG9 Ab binder	MBD2 inh	LEDGF integ inh	Rev-erbA mod	HTRA1 inh	TCR CD3 inh
CN(C)c1ccc(N=Nc2ccccc2C(=O)OCC(=O)N2CCCCCC2)cc1	-14	3	-1.9	-22	-5	27*	9	5

(next part)
SMILES	UHRF1 binding	PRMT1 FP inh	PG9 Ab binder	MBD2 inh	rCAG RNA binder	LEDGF integ inh	Rev-erbA mod	HTRA1 inh	mABHD4 FP	TCR CD3 inh
CC(C)CNC(=S)N1CCC(NC(=O)C23CC4CC(CC(C4)C2)C3)CC1	-3	-1	-0.5	-7	-4	0	12	1	3	-1
COc1cc(N(Cc2ccccc2)Cc2ccccc2)c2ncn(C(C)C)c2c1	1	0	-0.4	-8	-4	-1	2	9	4	3
OCCC#Cc1c(-c2ccsc2)sc2ccccc12	10	5	0.6	7	8	-3	5	-50	-23	0
COc1cc(C=NNC(=O)C(=O)Nc2cccc(Cl)c2)cc(OC)c1O	2	2	-1.8	2	3	-7	5	-3	11	-5
O=C(Cc1ccccc1)NC(NC(=O)Cc1ccccc1)c1cccc([N+](=O)[O-])c1	-1	-3	-2.7	1	4	1	-1	1	-1	-2
Cc1ccccc1NC(=O)[C@H]1CC(=O)O[C@@H]1c1ccccc1	-1	-1	.	-1	2	2	5	.	2	.
Cc1ccnc(N(C(=O)Nc2ccccc2)C2=NCC(C)(C)S2)c1	-1	-2	0.9	-5	-4	-3	4	.	0	-2
CCOc1cccc2cc(C(=O)NC(C)c3ccccc3)c(=N)oc12 (configuration not stated)	-1	6	9.0*	4	-3	-3	1	-9	7	-4
O=C(/C=C(\Nc1cc(Cl)c(Cl)c(Cl)c1)c1ccccc1)c1ccccc1	2	-3	-2.1	0	3	3	-2	.	3	-5
CCOC(=O)c1sc(NC(=O)C(C)Sc2nnc(N)s2)nc1C (configuration not stated)	1	-2	0.6	6	4	1	-9	8	2	6
Cc1ccc(-n2nc3c(=O)n(C(C)C(=O)NCc4ccc(Cl)cc4)nc(C)c3c2C)cc1 (configuration not stated)	-1	-1	-3.1	2	-2	-1	-4	0	-9	0
O=C(COC(=O)C1=COCCO1)NCc1ccc(F)cc1	-1	-6	0.8	1	0	5	0	-5	-8	2
CCCc1cc(=O)oc2cc(C)cc(OC(C)C(=O)NCCCN3CCOCC3)c12 (configuration not stated)	13	7	-1.5	8	-14	-8	5	-7	0	-1
Cc1ccc(C)c(C(=O)CSc2nnnn2-c2cccnc2)c1	0	-1	0.5	-3	7	-1	8	-5	8	7
O=C(CN1C(=O)NC2(CCCC2)C1=O)Nc1ccc(Cl)c(C(F)(F)F)c1	1	3	2.2	3	-1	0	-3	-10	-4	-2
Cc1cc(C)nc(Sc2ccc(/C=C(\C#N)C(N)=O)o2)n1	1	3	-1.8	-6	3	1	3	6	5	1
c1cncc(CSc2nnc3ccc(-c4ccco4)nn23)c1	-1	-4	-1.0	-2	2	2	4	12	-4	3
Cc1c2ccccc2nc2c(F)c(N(C)C)c(F)c(F)c12	-10	9	-0.4	-14	10	7	-2	17	25	9
CC(C)COc1ccc(C(=O)NCc2ccco2)cc1	-1	2	0.0	2	4	-1	1	-19	2	-3
COc1cccc(C(C(=O)NC2CCCC2)N(C(=O)c2ccco2)c2ccc(NC(C)=O)cc2)c1OC (configuration not stated)	1	1	0.3	-1	-1	2	-8	-4	1	-3
O=C(CN1CCC(C(=O)c2ccc3c(c2)OCCO3)CC1)Nc1ccccc1F	-1	2	1.0	7	-5	2	-7	-11	0	1
O=C(Cc1cccs1)NCc1cn2ccccc2n1	3	4	-0.6	-4	1	1	-2	0	-9	-9
COc1ccc(C2C3=C(CC(C)(C)CC3=O)N(CC(=O)O)C3=C2C(=O)CC(C)(C)C3)cc1OC	-1	5	0.3	3	0	3	-1	7	2	10
CC(OC(=O)c1ccccc1NS(=O)(=O)c1cccc(C(F)(F)F)c1)C(=O)N(C)Cc1ccccc1 (configuration not stated)	0	2	0.4	3	3	-4	6	-28	-9	0
CCOC(=O)C/C(C)=N/NC(=O)C1CC1(c1ccccc1)c1ccccc1 (configuration not stated)	-1	1	-2.7	3	1	-2	-2	2	0	-2
COc1ccc(NC(=S)Nc2ccccc2)c(OC)c1	-2	-3	-1.0	-6	-4	1	5	8	1	5
Cc1cccc(CSCCNC(=O)CN(c2cc(C)cc(C)c2)S(C)(=O)=O)c1	5	6	1.0	5	-9	1	3	-5	-11	-5
CC1CC(C)CN(C(=O)Cc2c(C(=O)O)[nH]c3ccc(Cl)cc23)C1 (configuration not stated)	3	-4	0.5	-4	19	-4	6	4	5	2
O=C(Cn1nc(Cc2cccnc2)c2ccccc2c1=O)NCC1CCCO1 (configuration not stated)	4	-1	0.5	0	2	0	-1	-8	0	4
COc1cc(C2C3=C(CCCC3=O)Nc3ccc4ncccc4c32)ccc1O (configuration not stated)	0	2	-2.8	1	1	3	1	9	-3	0
CCC(C)C(=O)Nc1nnc(SCC(=O)NC2CCCCC2)s1 (configuration not stated)	2	-4	0.7	-4	-2	-1	-4	-5	4	6
O=C1CSC(=Nc2ccccc2)N1Cc1ccccc1	-1	-2	0.3	-6	-6	0	1	-4	-7	5
COc1cnn(-c2ccccc2)c(=O)c1N(C)C	-4	-6	0.8	-8	-1	4	6	1	2	9
COc1ccc(Cc2c(-c3ccc(F)cc3)nc3cc(C)c(Br)c(C)n23)c(C)c1	-3	0	-1.0	1	7	4	1	.	-11	1
O=C1CN(C(=O)c2ccc(Br)o2)C(c2ccccc2)c2cc(Cl)ccc2N1 (configuration not stated)	1	1	-0.3	10	3	1	2	-33	-3	3
NC(=NC(=O)c1ccccc1)N1CCOCC1	3	2	-0.6	-1	-3	-6	-7	-2	1	0
Cc1ccc(NC(=O)CCN2C(=O)CSC2=O)cc1	1	0	0.2	1	1	-2	-3	-4	1	13
Cc1ccccc1C(=O)Nc1cccc(N)c1	-3	-1	1.3	-4	3	-4	6	8	-4	-6
CCN(Cc1ccc(C#CCCO)cc1)CC1CCCN(CCc2cccc(F)c2)C1 (configuration not stated)	-2	-3	-2.2	-2	-10	-2	-2	-7	-5	0
COCC(C)NCc1ccc(OC)c(Br)c1 (configuration not stated)	5	-2	-0.9	3	1	2	-1	4	8	3
Cc1cccnc1NC(=O)CCCN1C(=O)c2ccccc2C1=O	0	-2	-0.4	0	-5	-2	2	11	1	0
CCCn1c(SCc2cc(=O)oc3ccc4ccccc4c23)n[nH]c1=O	-9	-2	-1.0	-2	4	2	0	-13	-6	-8
COc1ccccc1CN1CC(C(=O)NCCc2ccc(C)o2)CCC1=O (configuration not stated)	-2	18	-2.6	-1	0	-1	-3	-1	8	11
CCCCCc1c(C)nc(NCc2ccccc2)[nH]c1=O	1	6	0.1	2	-3	-4	4	-8	-1	-3
Cc1ccc(NC(=O)c2ccc(N3CCCC3=O)cc2)cc1S(=O)(=O)N1CCCCC1	-1	4	1.9	-2	2	-1	11	-1	0	2
CC1=C(C#N)C(c2ccc3ncccc3c2)C(C#N)=C(C)N1	28*	8	3.2	8	-1	0	2	2	15	-8
O=C(OCC(=O)N1CCCCC1)c1ccc2ccccc2n1	-4	0	-1.2	-8	1	1	2	2	3	-1
Cc1cc(-c2nnc(SCC(=O)NC3CCCC3)o2)no1	-5	-4	0.6	-4	-2	-3	0	6	7	3
Cc1ccc(C2(C)NC(=O)N(CC(=O)Nc3c(C)n(C)n(-c4ccccc4)c3=O)C2=O)cc1 (configuration not stated)	-1	1	-0.5	3	-4	4	-3	12	8	2
CCc1ccccc1NC(=O)c1noc(C(C)C)c1[N+](=O)[O-]	0	-1	-3.3	-5	1	9	5	4	-18	-2
CCCNS(=O)(=O)c1ccc(OCC(=O)NCCCOC)cc1	1	1	-1.3	-6	8	3	1	-4	-5	1
O=C(Nc1ccccc1)c1nnsc1S(=O)(=O)c1ccc(Cl)cc1	-2	90*	0.3	3	1	3	-3	-21	6	-2
N=C1S/C(=C\c2ccco2)C(=O)N1c1ccc2c(c1)OCO2	2	18	-4.0	-1	38*	15*	-3	17	34*	3
CN1CCN(c2ccccc2NC(=O)c2ccc(-c3ccc(Cl)c(Cl)c3)o2)CC1	1	-4	-0.6	-1	-2	2	-4	-24	7	-1
O=C(NNC(=S)NC(=O)c1cn(-c2ccccc2)nc1-c1ccccc1)c1ccncc1	-9	1	3.6	5	42*	-3	-2	-5	9	0
COc1ccc(NC(=S)N(CCCN2CCCC(C)C2)Cc2cccs2)cc1 (configuration not stated)	0	-8	0.9	2	-8	7	0	3	-7	1
